MrgX1 allo act: allosterically activates human MrgX1 receptor signaling; Q96LB2; MrgX1-HEK293, Fluo-4 calcium flux, FDSS; hits give high values; B-score at 10 µM; 0.63% of 310,000 active; AID 588675;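 active = plate-corrected calcium response at least 3 library SD above typical, normal starting fluorescence, not activating the receptor alone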;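 also: compound read alongside a low EC10 to EC30 dose of BAM8-22 agonist; peak minus trough fluorescence over baseline measured at the second addition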
Target sequence (Q96LB2 whole entry, looked up): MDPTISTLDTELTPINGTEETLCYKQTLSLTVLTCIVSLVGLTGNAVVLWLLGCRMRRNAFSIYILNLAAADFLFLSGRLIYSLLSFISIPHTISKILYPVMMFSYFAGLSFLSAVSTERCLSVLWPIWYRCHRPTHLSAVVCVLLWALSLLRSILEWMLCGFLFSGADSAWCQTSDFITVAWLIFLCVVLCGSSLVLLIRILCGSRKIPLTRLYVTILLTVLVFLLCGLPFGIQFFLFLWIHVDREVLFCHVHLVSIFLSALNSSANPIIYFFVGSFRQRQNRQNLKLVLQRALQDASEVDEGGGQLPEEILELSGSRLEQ
TRPC4 block: TRPC4 (mouse) channel inhibition | Q9QUQ5 | HEK293 TRPC4beta/mu-opioid, DAMGO-evoked Fluo4 calcium flux; hits give low values | B-score at 10 µM | 0.39% of 300,000 active | AID 2247;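 active = B-score over 3 SD under the library average, no early fluorescence shift, positive overall ratio signal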
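Signal: kinetic Fluo4 fluorescence imaging of calcium influx. Material: stable TRPC4beta/mu-opioid receptor HEK293 cells. Probe or stimulus: DAMGO in two steps, submaximal then maximal.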
MrgX1 antag: antagonists of human MrgX1 receptor; 1.3% of 310,000 active; Q96LB2; MRGX1-HEK293 calcium flux, Fluo-4, BAM8-22 antagonism; hits give low values; B-score at 10 µM;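 active = calcium-response B-score plate-corrected more than 3 library SD below zero, starting fluorescence within 5 deviations, no agonist response on first addition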;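 also: peak minus trough fluorescence over baseline after final BAM8-22 challenge near maximal dose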
TMEM16A inh: blocks the mouse calcium-activated chloride channel TMEM16A. 1.2% of 310,000 active. HEK293 TMEM16A/YFP iodide influx fluorescence, ionomycin. normalized B-score (activity score, 25-100; higher = stronger inhibition) at 10 µM. Q8BHY3;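 active = ratio plate-corrected score three or more library SD toward inhibition, starting fluorescence score within five deviations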;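 also: score derived from kinetic fluorescence span divided by baseline fluorescence per well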
TRPC4 PAM: allosteric potentiators of mouse TRPC4 channel | 0.42% of 310,000 active | Q9QUQ5 | B-score at 10 µM | HEK293 TRPC4beta/mu-opioid, DAMGO EC20, Fluo-4 Ca2+ flux; hits give high values;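 active = B-score of calcium response area above 5 SD of library B-scores, with initial fluorescence ratio within 5 SD of library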;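 also: B-score of integrated fluorescence ratio over time as area under calcium response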
MrgX1 agonist: human MrgX1 receptor agonism, primary screen; MrgX1-HEK293 cells, Fluo-4 calcium fluorescence, agonist mode; hits give high values; B-score at 10 µM; 0.44% of 310,000 active; AID 588627;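 active = calcium response B-score plate-corrected fluorescence ratio at least 3 library SD, with starting fluorescence B-score inside 5 SD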
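Material: MrgX1-expressing HEK293 cells; input: 15,000 cells per well; doses: test compound given as first of three sequential additions; schedule: overnight plating before 1 h dye loading; technique: Fluo-4 NW calcium-flux fluorescence, kinetic read; evaluation: baseline-normalised fluorescence change ratio, B-scored; control set: plate-wise positive and negative controls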
ANO1 activ: activates or potentiates the mouse TMEM16A chloride channel. B-score at 10 µM. 0.3% of 340,000 active. Q8BHY3. HEK293 TMEM16A/YFP-H148Q/I152L, iodide quench fluorescence; hits give low values. AID 623877;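 active = fluorescence-ratio B-score plate-corrected deviation score at least 3 library SD below zero, with starting fluorescence score within 5 deviations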;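 also: channel opened by trigger with iodide after compound preincubation; score built on the fluorescence ratio of max minus min over baseline; more negative score means more quench and so TMEM16A activation or potentiation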
TRPC6 act: activates the mouse TRPC6 cation channel. Q61143. HEK293-TRPC6 membrane potential dye fluorescence; hits give high values. B-score at 10 µM. 0.13% of 310,000 active;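 active = B-score of the integrated fluorescence ratio above library mean plus 3 SD, and starting fluorescence ratio within library mean plus 5 SD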;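 also: higher score means more depolarization so channel activation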
TRPC6 inhibitor: mouse TRPC6 channel inhibition. Q61143. HEK293-TRPC6, membrane potential dye, ACh-evoked depolarization; hits give low values. B-score at 10 µM. 1.1% of 310,000 active. AID 2553;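 active = B-score under library mean minus 3 SD, initial fluorescence not abnormally high, positive integrated signal ratio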;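 also: B-score derived from integrated fluorescence ratio over the kinetic read; more negative B-score means stronger inhibition of depolarization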
RGS4 block: inhibitors of human RGS4; P49798; HEK293 M3R/RGS4 inducible, Fluo-4 calcium flux; hits give high values; triggered by carbachol at its EC20; B-score at 10 µM; 0.45% of 310,000 active; AID 463165;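 active = B-score, a plate-corrected calcium signal, over three deviations above library mean, with baseline fluorescence within five deviations of library mean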;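 also: RGS4 expression induced by doxycycline in cells with stable M3 receptor; B-score is computed from the integrated fluorescence ratio over baseline after carbachol; higher B-score means a larger calcium signal and so more RGS4 inhibition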
Target sequence (P49798 whole entry, looked up): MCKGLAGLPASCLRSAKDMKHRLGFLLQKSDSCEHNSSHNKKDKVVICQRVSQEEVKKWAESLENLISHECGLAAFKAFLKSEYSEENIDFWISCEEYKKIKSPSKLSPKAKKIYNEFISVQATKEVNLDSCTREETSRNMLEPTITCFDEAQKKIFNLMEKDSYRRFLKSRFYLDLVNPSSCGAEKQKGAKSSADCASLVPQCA
TRPC4 act: activators of mouse TRPC4 channel | Q9QUQ5 | HEK293 TRPC4beta/mu-opioid, Fluo4 calcium fluorescence; hits give high values | 0.49% of 310,000 active | B-score at 10 µM | AID 2237;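 active = B-score above 5 SD of library B-scores, and initial fluorescence ratio not above library mean plus 5 SD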;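 also: positive B-score marks a calcium rise read as TRPC4 activation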
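System – HEK293 cells stably co-expressing mouse TRPC4beta and mu-opioid receptor · Signal – Fluo4 calcium-sensitive dye fluorescence, kinetic, 1 Hz baseline · Benchmarks – buffer (low) and maximal DAMGO (high) · Read-out – B score of integrated fluorescence ratio per well · Incubation – dye loading 45 min room temperature, 110 s kinetic read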
* = called active by the depositor; i = inactive; . = no result given. Some of the compounds tested. The share of hits here may be higher or lower than overall.

SMILES | MrgX1 allo act | TRPC4 block | MrgX1 antag | TMEM16A inh | TRPC4 PAM | MrgX1 agonist | ANO1 activ | TRPC6 act | TRPC6 inhibitor | RGS4 block | TRPC4 act
Cc1ccc(CN2CCCC(C(=O)c3sccc3C)C2)o1 (configuration not stated) | i | i | i | i | i | i | i | i | i | i | i
C[C@H]1CC[C@@H]2N(C1)C[C@H]1[C@@H]3C[C@H]4[C@@H](CC(=O)[C@H]5C[C@@H](O)CC[C@@]54C)[C@@H]3CC[C@H]1[C@]2(C)O | i | i | i | i | i | i | i | i | i | i | i
CC(C)CC(=O)Nc1ccc(S(=O)(=O)N2CC3CC(C2)c2cccc(=O)n2C3)cc1 (configuration not stated) | i | i | i | i | i | i | i | i | i | i | i
CCOC(=O)C(O)(c1ccc(NC(=S)NC(=O)c2ccc(Cl)cc2Cl)cc1)C(F)(F)F (configuration not stated) | i | i | i | i | 13* | i | i | i | i | i | i
CCCC(C)C1(CC)C(=O)NC(=Nc2ccc(OC)cc2)NC1=O (configuration not stated) | i | i | i | i | i | i | i | i | i | i | i
COc1cc(CN2CC3CC(C2)c2cccc(=O)n2C3)cc(OC)c1OC (configuration not stated) | i | i | i | i | i | i | i | i | i | i | i
C=CCOC(=O)C1=C(C)OC(N)=C(C#N)[C@@]12C(=O)N(CC(N)=O)c1ccccc12 | i | i | -5.7* | i | 22* | i | i | i | i | i | i
NP(=O)(OCCCc1ccccc1)Oc1ccccc1Cl (configuration not stated) | i | . | i | i | i | i | i | i | i | i | i
Nc1ccc(C2(c3ccc(N)cc3)CCCCC2)cc1 | i | i | i | i | i | i | i | i | i | i | i
CCC(=NCCO)c1c(O)n(C2CCCCC2)c(=O)[nH]c1=O | i | i | i | i | i | i | i | i | i | i | i
Cc1cc(OCC(=O)N2CCC(C(N)=O)CC2)c2c3c(c(=O)oc2c1)CCCC3 | i | i | i | i | i | i | i | i | i | i | i
CCSc1nnc(C(N)Cc2ccccc2)o1 (configuration not stated) | i | i | i | i | i | i | i | i | i | i | i
NNCc1cccc(O)c1 | i | i | i | i | i | i | i | i | i | i | i
C=CCn1c(O)c(C(C)=Nc2cc(OC)ccc2OC)c(=O)[nH]c1=O | i | i | i | i | i | i | i | i | i | i | i
CCCCn1c(=O)c(C(=O)Nc2cnccn2)c(O)c2ccccc21 | i | i | i | 100* | i | i | . | i | i | i | i
CC12CCCCC1=NC(c1ccc(Br)cc1)N2O (configuration not stated) | i | i | i | i | i | i | i | i | i | i | i
C=CCn1c(O)c(C(CC)=NCc2ccco2)c(=O)[nH]c1=O | i | i | i | i | i | i | i | i | i | i | i
Cc1ccc2c(c1)C1CN(C)CCC1N2C(=O)c1ccco1 (configuration not stated) | i | i | i | i | i | i | i | i | i | i | i
CCOC(=O)c1c(/N=C/c2c(O)n(-c3ccc(F)cc3)c(=S)[nH]c2=O)sc2c1CCCC2 | i | i | i | i | i | i | i | i | i | i | i
O=C(c1cccn2c(=O)c3ccc(Cl)cc3nc12)N1CCC2(CC1)OCCO2 | i | i | i | i | i | i | i | i | i | i | i

Results in RGS4 block, TRPC4 act and TRPC6 inhibitor, for three of the compounds above:
SMILES | RGS4 block | TRPC4 act | TRPC6 inhibitor
CCOC(=O)c1c(/N=C/c2c(O)n(-c3ccc(F)cc3)c(=S)[nH]c2=O)sc2c1CCCC2 | i | i | i
C=CCn1c(O)c(C(C)=Nc2cc(OC)ccc2OC)c(=O)[nH]c1=O | i | i | i
CC12CCCCC1=NC(c1ccc(Br)cc1)N2O (configuration not stated) | i | i | i

Continuation:
SMILES | MrgX1 allo act | TRPC4 block | MrgX1 antag | TMEM16A inh | TRPC4 PAM | MrgX1 agonist | ANO1 activ | TRPC6 act | TRPC6 inhibitor | RGS4 block | TRPC4 act
COc1ccc(O)c2c(=O)c3c(OC)cc4c(c3oc12)C1C=COC1O4 (configuration not stated) | i | i | i | i | i | i | i | i | i | i | i
Oc1ccc(-[n+]2c(-c3ccccc3)cc(-c3ccccc3)cc2-c2ccccc2)cc1 | 12* | i | -7.9* | i | i | i | i | i | i | i | i
Nc1cc(N2CCNCC2)c([N+](=O)[O-])cc1Cl | i | i | i | i | i | i | i | i | i | i | i
CN1C(=O)CN=C(c2ccccc2Cl)c2cc(Br)ccc21 | i | i | i | i | i | i | i | i | i | i | i
O=C1NC(=O)N(c2ccccc2)C(=O)/C1=C\c1ccc2c3c(cccc13)CC2 | i | i | i | i | i | i | . | i | i | i | i
COC(=O)C1=C(c2cc3ccccc3s2)C[C@@H]2CC[C@H]1N2C(=O)NCc1ccccc1 | i | i | i | i | i | i | i | i | i | i | i
c1ccc2c(c1)CSc1ccccc1C2C1=NCCN1 (configuration not stated) | i | i | i | i | i | i | i | i | i | i | i
CCN(c1ccc(C(O)(C(=O)OC)C(F)(F)F)cc1)S(=O)(=O)c1ccc(C)cc1 (configuration not stated) | i | i | i | i | i | i | i | i | i | i | i
O=c1[nH]c(=S)n(Cc2ccc(F)cc2)c(O)c1/C=N/N1CCCCCC1 | i | i | i | i | i | i | i | i | i | i | i
CC(C(=O)c1c[nH]c2ccccc12)N1CCN(C(=O)c2ccco2)CC1 (configuration not stated) | i | i | i | i | i | i | i | i | i | i | i
COC(=O)C1=CO[C@@H](C)[C@@H]2CN3CC[C@@]4(C(=O)Nc5ccccc54)[C@@H]3C[C@H]12 | i | i | i | i | i | i | i | i | i | i | i
Cc1nc2ccccc2c(=O)n1-n1cnnc1 | i | i | i | i | i | i | i | i | i | i | i
CCN(CC)CCN=Cc1c(O)n(Cc2ccco2)c(=O)[nH]c1=O | i | i | i | i | i | i | i | i | i | i | i
O=C(N[C@H]1CP(=O)(Oc2ccccc2)O[C@H](COCc2ccccc2)[C@H]1O)C(Cl)(Cl)Cl (some centres not stated) | i | i | i | i | i | i | i | i | i | i | i
CN1CCN(c2ccc(C(N)=O)cc2[N+](=O)[O-])CC1 | i | i | i | i | i | i | i | i | i | i | i
O=C(COC(=O)Cc1ccccc1)Nc1cc(S(=O)(=O)N2CCCCC2)ccc1Cl | i | i | i | i | i | i | i | i | i | i | i
O=C(Nc1ccc(F)cc1)N1CC2CC(C1)c1cccc(=O)n1C2 (configuration not stated) | i | i | i | i | i | i | i | i | i | i | i
O=C(C(=C1N(Cc2ccc(Cl)nc2)CCN1Cc1ccc(Cl)nc1)[N+](=O)[O-])C(Cl)Cl | i | i | i | i | i | i | i | i | i | i | i
OC(CC#CCN1CCCCCC1)(c1ccccc1)C1CCCC1 (configuration not stated) | i | i | i | i | i | i | i | i | i | i | i
NC(=O)OCCSc1nnc(-c2cccc(C(N)=S)c2)o1 | i | i | i | i | i | i | i | i | i | i | i
CCCCOP(=O)(OCCCC)/C(C#N)=C(/C)O | i | i | i | i | i | i | i | i | i | i | i
COC(=O)C1=C(c2cc3ccccc3s2)C[C@@H]2CC[C@H]1N2C(=O)NCCCOC(C)C | i | i | i | i | i | i | i | i | i | i | i
O=C(O)CSC(=S)N1CC2CC(C1)c1cccc(=O)n1C2 (configuration not stated) | i | i | i | i | i | i | i | i | i | i | i
CCc1ccc(CN2CCN(Cc3ccc(SC)cc3)CC2)cc1 | i | i | i | i | i | i | i | i | i | i | i
CCC(=O)N1CCN(CCN=Cc2c(O)n(C)c(=O)n(C)c2=O)CC1 | i | i | i | i | i | i | i | i | i | i | i
CCCCn1c(O)c(C(CC)=NCc2ccc3c(c2)OCO3)c(=O)[nH]c1=O | i | i | i | i | i | i | i | i | i | i | i
COc1cccc(C(=O)C2CCCN(C3CCOCC3)C2)c1 (configuration not stated) | i | i | i | i | i | i | i | i | i | i | i
Oc1ccccc1/C=N/NP(=S)(c1ccccc1)c1ccccc1 | i | i | i | i | i | i | i | i | i | i | i
Cn1nc(-c2ccc(OCC(=O)N3CCN(Cc4ccccc4)CC3)cc2)c2ccccc2c1=O | i | i | i | 100* | i | i | i | i | i | i | i
CNC(=S)N(C)CCc1cc2c(c(OC)c1C=C1C(=O)NC(=O)NC1=O)OCO2 | i | i | i | i | i | i | i | i | i | i | i
O=C(Nc1ccccc1)c1cccn(Cc2ccccc2)c1=O | i | i | i | i | i | i | i | i | i | i | i
CC(=NCCN1CCOCC1)c1c(O)n(-c2ccccc2C)c(=O)[nH]c1=O | i | i | i | i | i | i | i | i | i | i | i
CCN(CC)c1ccc(/C=C2/C(=O)NC(=O)N(Cc3ccco3)C2=O)cc1 | i | i | i | i | i | i | i | i | i | i | i
CN1C2CCC1CC(OC(=O)c1ccc(Cl)cc1)C2 (configuration not stated) | i | i | i | i | i | i | i | i | i | i | i
O=C(NCC(c1cccnc1)N1CCN(c2ccccc2)CC1)Oc1ccccc1 (configuration not stated) | i | i | i | i | i | i | i | i | i | i | i
c1ccc(CNc2c3c(nc4ccccc24)CCC3)cc1 | i | i | i | i | i | i | i | i | -5.8* | i | i
CC1(C)CSC(=NCc2ccccc2)N1 | i | i | i | i | i | 164* | -6.4* | i | i | i | 68*
Cc1ccc(CN2CCCN(Cc3ccccc3C)S2(=O)=O)cc1 | i | i | i | i | i | i | i | i | i | i | i
O=C(CNC(=O)c1ccc(Br)cc1)Nc1ccc(Br)cc1C(=O)c1ccccc1 | i | i | i | i | i | i | i | i | i | i | i
O=C(NC1CCCCC1)Oc1cc2oc(=O)sc2cc1Cl | i | i | i | i | i | i | i | i | i | i | i
CC(NCc1cccc(Cl)c1Cl)C(O)c1ccccc1 (configuration not stated) | i | i | i | i | i | i | i | i | i | i | i
Cc1ccccc1N1CCN(C2CCCN(C(=O)Cc3c(C)noc3C)C2)CC1 (configuration not stated) | i | i | i | i | i | i | i | i | i | i | i
CC(=Nc1ccc(F)cc1)c1c(O)n(C)c(=O)[nH]c1=O | i | i | i | i | i | i | i | i | i | i | i
COc1cccc(CNCCc2ccc3c(c2)OCO3)c1OC | i | i | i | i | i | i | i | i | i | i | i

Assay outcomes as filed in PubChem BioAssay.
